Assay outcomes deposited in PubChem by Johns Hopkins Ion Channel Center.
Kir21 inh – blocks the mouse Kir2.1 inward-rectifier potassium channel; P35561; HEK293-Kir2.1, FluxOR thallium flux fluorescence; hits give low values; B-score at 10 µM; 0.85% of 310,000 active;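 active = fluorescence ratio B-score at or below minus 3 SD of library scores, with starting-brightness B-score within 2 SD, cut at about -4.2 in these data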;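 also: channel flux triggered by added potassium and thallium sulfate stimulus; B-score of peak minus minimum fluorescence over baseline after thallium stimulus; more negative B-score means stronger Kir2.1 block with less thallium influx; some compounds called inactive have numbers as strong as hits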
Target sequence (P35561 whole entry, looked up): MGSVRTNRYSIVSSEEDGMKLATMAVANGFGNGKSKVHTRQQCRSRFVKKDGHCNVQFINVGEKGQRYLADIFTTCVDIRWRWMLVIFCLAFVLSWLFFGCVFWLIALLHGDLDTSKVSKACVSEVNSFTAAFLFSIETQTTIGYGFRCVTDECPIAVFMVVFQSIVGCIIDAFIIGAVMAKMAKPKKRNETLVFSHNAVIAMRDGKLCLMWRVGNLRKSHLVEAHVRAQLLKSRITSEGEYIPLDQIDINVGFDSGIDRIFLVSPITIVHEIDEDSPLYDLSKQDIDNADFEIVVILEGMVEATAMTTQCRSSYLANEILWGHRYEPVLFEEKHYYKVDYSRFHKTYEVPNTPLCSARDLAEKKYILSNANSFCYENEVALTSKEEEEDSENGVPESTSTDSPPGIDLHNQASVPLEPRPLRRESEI
KCNQ2 block – KCNQ2 channel blockers in CHO-K1 cells – cell-based, FluxOR thallium flux, B-score, primary screen (AID 2156). O88943. 20 min; hits give low values. B-score at 10 µM. 1.1% of 310,000 active;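 active = fluorescence ratio B-score at most minus 3 library SDs, with starting brightness B-score within 2 library SDs, cut at about -5.5 in these data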
CHT block – inhibits the human high affinity choline transporter | B-score at 10 µM | CHT-expressing cells, membrane potential dye, choline response; hits give low values | 0.86% of 310,000 active | Q9GZV3 | AID 488975;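 active = B-score over 3 SD under the library average, and starting fluorescence ratio not unusually high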;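 also: choline stimulus applied at its EC90 after an EC20 pre-addition; B-score computed on integrated fluorescence ratio after choline addition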
Target sequence (Q9GZV3 whole entry, looked up): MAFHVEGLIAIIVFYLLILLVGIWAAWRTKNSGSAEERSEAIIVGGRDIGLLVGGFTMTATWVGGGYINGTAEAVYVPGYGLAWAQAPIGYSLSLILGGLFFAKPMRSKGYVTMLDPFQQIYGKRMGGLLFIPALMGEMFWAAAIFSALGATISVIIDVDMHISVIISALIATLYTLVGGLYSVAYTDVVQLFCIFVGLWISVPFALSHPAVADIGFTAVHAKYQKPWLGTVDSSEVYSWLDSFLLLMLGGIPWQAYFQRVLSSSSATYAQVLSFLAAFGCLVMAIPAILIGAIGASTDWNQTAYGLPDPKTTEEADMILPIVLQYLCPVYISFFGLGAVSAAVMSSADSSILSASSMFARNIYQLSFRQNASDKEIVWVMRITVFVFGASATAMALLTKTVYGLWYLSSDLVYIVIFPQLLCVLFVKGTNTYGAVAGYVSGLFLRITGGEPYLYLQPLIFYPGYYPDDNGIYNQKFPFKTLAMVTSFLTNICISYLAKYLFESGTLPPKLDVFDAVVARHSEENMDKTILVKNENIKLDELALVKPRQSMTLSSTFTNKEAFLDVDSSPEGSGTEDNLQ
Active calls of the source: *; i = inactive.

Below each compound: Kir21 inh | KCNQ2 block | CHT block
1: CC1(C)N=C(N)NC(Nc2ccc(Br)cc2)=N1
 : 0.75 | i | i
2: CCCC(C(=O)NCCC(C)C)N(Cc1ccc(OC)cc1)C(=O)c1snc(C(N)=O)c1N (stereo unspecified)
 : 0.21 | i | i
3: O=C(COC(=O)Cc1ccccc1[N+](=O)[O-])NCc1ccccc1Cl
 : -0.47 | i | i
4: COC(=O)/C=C/C(=O)NCc1ccco1
 : -2.2 | i | i
5: CC(=O)N1CCN(C(=S)c2ccc([N+](=O)[O-])cc2)CC1
 : 0.63 | i | i
6: NNC(=O)C1CC(O)CN1S(=O)(=O)c1ccc(Cl)cc1 (stereo unspecified)
 : -0.65 | i | i
7: CCn1ncc(Br)c1C(=O)Nc1ccccc1C(F)(F)F
 : 0.23 | i | i
8: COCCn1c(SC(C)C(=O)Nc2ccc(N3CCOCC3)cc2)nnc1-c1ccncc1 (stereo unspecified)
 : 0.6 | i | i
9: COc1cc(Cl)ccc1OCc1cc(C(=O)N2CCN(c3ccccn3)CC2)no1
 : -0.18 | i | i
10: Brc1ccc(-c2nc(-c3ccccn3)no2)o1
 : 0.51 | i | i
11: COC(=O)C1=C(NC(=O)c2cccc(OC)c2)CCS1
 : -0.05 | i | i
12: Cc1ccc(C(=O)N2CCN(c3ccccn3)CC2)cc1
 : -0.71 | i | i
13: COc1ccc(Cl)cc1-n1c(N)c(C(N)=O)sc1=S
 : -0.05 | i | i
14: CCOCC(=O)Nc1nnc(C2CCCCC2)s1
 : -0.24 | i | i
15: O=C(CSc1nc(C2CC2)nc2ccccc12)Nc1cccc(O)c1
 : 4.2 | i | i
16: N#Cc1ccccc1Sc1ccccc1C(=O)OCC(=O)NC1CCS(=O)(=O)C1 (stereo unspecified)
 : -0.84 | i | i
17: CCc1nn(CC(=O)NCCCN(C)Cc2ccccc2)c(=O)c2cc3sc(C)cc3n12
 : -0.54 | i | i
18: Cc1ccc(S(=O)(=O)NC(C)C(=O)Nc2cccc([N+](=O)[O-])c2)cc1 (stereo unspecified)
 : -1.3 | i | i
19: CN1C(=O)CC(N2CCN(c3ccccc3)CC2)C1=O (stereo unspecified)
 : -0.09 | i | i
20: CC1(C)CC(=O)c2c(O)cc(OCc3ccc(Br)cc3)cc2O1
 : -2 | i | i
21: CN(CCOc1ccc(-c2ccn(S(=O)(=O)c3ccc(Cl)cc3)n2)cc1)c1ccccn1
 : -1.1 | i | i
22: CCn1ncc(C2=NOC(C(=O)Nc3cccc(C(C)=O)c3)C2)c1C (stereo unspecified)
 : 0.46 | i | i
23: CN(CC(=O)Nc1cccc(F)c1)C(=O)c1cccnc1Sc1ccccc1Cl
 : -1.1 | i | i
24: Cc1ccc(S(=O)(=O)/N=C(\CN2CCOCC2)N2CCCC2)cc1
 : -0.44 | i | i
25: O=C1C2C3C=CC(c4ccccc4)(C2C(=O)N1c1cccc(Cl)c1)C1C(=O)N(c2cccc(Cl)c2)C(=O)C31 (stereo unspecified)
 : -0.22 | i | i
26: CCOC(=O)c1c(-c2ccccc2)oc2ccc(OCC(=O)NNC(=O)CCCC(=O)O)cc12
 : 1.2 | i | i
27: Cc1ccc(C(NC(=O)N2CCOCC2)=C(Cl)Cl)cc1F
 : -0.55 | i | i
28: Nc1nc(OCc2ccccc2)c2[nH]cnc2n1
 : 0.56 | i | i
29: O=[N+]([O-])c1ccc(-c2ccc(C=Nc3cccc4ccccc34)o2)cc1
 : -0.05 | i | i
30: CCS(=O)(=O)NCCc1csc(-c2ccccc2)n1
 : 1.3 | i | i
31: O=[N+]([O-])c1cc(C(F)(F)F)ccc1-n1nnc2ccccc21
 : -1.1 | i | i
32: Cc1cccc2c(C(=O)N3CCN(C(=O)c4ccco4)CC3)cc(-c3cccc(Br)c3)nc12
 : -1.3 | i | i
33: CCC1Oc2ccc(C)cc2N(CC(=O)N(Cc2ccc(C)o2)C2CCCC2)C1=O (stereo unspecified)
 : -2.5 | i | i
34: Cc1ccc(-c2csc(NC(=O)COC(=O)c3cccc(S(=O)(=O)N4CCOCC4)c3)n2)cc1
 : 0.49 | i | i
35: Cc1ccc2c(c1)sc1nc(=O)n(-c3ccccc3)c(=O)n12
 : -0.66 | i | i
36: COc1ccc(CC(=O)NCc2nnc(SCC(=O)Nc3nccs3)n2C)cc1
 : -0.07 | i | i
37: Cc1ccc(S(=O)(=O)c2c[nH]c3ccc(C)cc3c2=O)cc1
 : 0.4 | i | i
38: CCN(CC(=O)Nc1sc2c(c1C#N)CCCC2)Cc1nc2ccccc2c(=O)[nH]1
 : 2.9 | i | i
39: Cc1ccc(NC(=O)CN(C)S(=O)(=O)c2cccs2)c(Br)c1
 : -1.5 | i | i
40: CC(C)CN1C(=S)SC(C)(C)C1n1oc(=O)n(-c2ccc(Cl)cc2)c1=O (stereo unspecified)
 : -1.8 | i | i
41: CN1CCN(C(=S)Nc2ccc(S(N)(=O)=O)cc2)CC1
 : 1.6 | i | i
42: Clc1cc2nc3ccccn3c2cc1Cl
 : 0.11 | i | i
43: CCC(C)NC(=O)c1cnn2c1NC(c1cccs1)CC2C(F)(F)F (stereo unspecified)
 : 0.52 | i | i
44: CC(C)c1cc(=O)n2[nH]c(SCc3ccccc3)nc2n1
 : -1.2 | i | i
45: COc1ccc(N2C(=O)C3C(C2=O)C(C(=O)c2ccccc2)N2CCCC32)cc1 (stereo unspecified)
 : 0.18 | i | i
46: CN(C)S(=O)(=O)c1cccc(NC(=O)Cc2ccc(Cl)cc2)c1
 : -1.4 | i | i
47: COc1ccc(C(=O)NC2CCCc3ccccc32)cc1[N+](=O)[O-] (stereo unspecified)
 : 0.29 | i | i
48: COc1ccc(CNC(=O)CCS(=O)(=O)c2ccc3c(c2)NC(=O)CS3)cc1
 : 0.95 | i | i
49: CN1CCC(N(C)CC(=O)Nc2ccc3c(c2)OC(F)(F)O3)CC1
 : -0.41 | i | i
50: CCCn1nnnc1SCC(=O)N1C(C)CCCC1C (stereo unspecified)
 : -0.04 | i | i
51: CSc1c(CN2CCN(C)CC2)c2ccccc2n1C
 : -0.4 | i | i
52: CC(=O)Oc1cccc(/C=C2\C=C(c3ccc(C)cc3)OC2=O)c1
 : -0.68 | i | i
53: Cc1cccnc1NC(=O)C(C)Oc1ccccc1 (stereo unspecified)
 : -0.6 | i | i
54: O=C(O)COc1ccccc1/C=N/NC(=O)Cc1ccccc1
 : 1.9 | i | i
55: COc1cccc(C=Nc2ccccc2C#N)c1O
 : -0.87 | i | i
56: Cc1cc(Nc2ccc(Br)cc2)n2nc(C)nc2n1
 : 0.97 | i | i
57: COc1ccc(NC(=O)c2ccccc2)cc1NS(=O)(=O)c1ccc(F)cc1
 : 0.03 | i | i
58: CC1=CC(C)(C)NC(=S)N1c1ccc(C)c(C)c1
 : 0.17 | i | i
59: COc1ccc(C)cc1NC(=O)CNC(=O)c1sc2ccccc2c1Cl
 : 2.5 | i | i
60: CCCNc1cc(=O)n(C)c(=O)n1C
 : -0.15 | i | i

Other compounds:
Below each compound: Kir21 inh | KCNQ2 block | CHT block
61: Cc1ccc(C(=O)N/N=C/c2ccc([N+](=O)[O-])s2)cc1
 : 0.01 | i | i
62: O=C(CN1C(=O)C2C3c4ccccc4C(c4ccccc43)C2C1=O)Nc1cccc(C(=O)O)c1 (stereo unspecified)
 : 0.31 | i | i
63: C=CCc1ccccc1OCC(O)CNC1CCCC1 (stereo unspecified)
 : -1.3 | i | i
64: CC(=O)OCC1OC(OC(C)=O)C(NC(=O)Cc2ccccc2)C(OC(C)=O)C1OC(C)=O (stereo unspecified)
 : 0.57 | i | i
65: Cc1ccc(-n2c(C)cc(/C=C(\C#N)C(=O)NCC3CCCO3)c2C)cc1 (stereo unspecified)
 : 0.02 | i | i
66: O=C(COc1ccc(Cl)cc1)Nc1nnc(-c2ccco2)o1
 : -2.3 | i | i
67: c1ccc(CSc2nnc(-c3c[nH]c4ccccc34)o2)cc1
 : 0.55 | i | i
68: COc1ccccc1OCC(=O)NNc1c2ccccc2nc2ccccc12
 : 0.8 | i | i
69: COc1cc(OC)cc(C(=O)OCC(=O)Nc2sccc2C(N)=O)c1
 : 0.01 | i | i
70: O=C(CN1C(=O)NC2(CCCc3ccccc32)C1=O)NCC(F)(F)F (stereo unspecified)
 : 0 | i | i
71: CC(C)CC(=O)Nc1nnc(CSCc2ccc(F)cc2)s1
 : -2 | i | i
72: COCC(C)n1c(C)cc(C(=O)COC(=O)c2n[nH]c3ccccc23)c1C (stereo unspecified)
 : -1.6 | i | i
73: COc1ccc(NC(=O)C2C3C=CC4(O3)C2C(=O)N(CCN2CCCCC2)C4C(=O)NC2CCCC(C)C2C)cc1 (stereo unspecified)
 : -1.5 | i | i
74: CC(C)(C)[C@H]1C=C(C(=O)N2CCN(Cc3ccc4c(c3)OCO4)CC2)O[C@@H](OCc2ccc(CO)cc2)C1
 : -1.2 | i | i
75: O=C(c1cnn2c(C(F)F)cc(-c3ccccc3)nc12)N1CCSCC1
 : 0.07 | i | i
76: COc1ccc(/C=C2\SC(=O)N(CCNC(=O)C3CCN(S(=O)(=O)c4cccs4)CC3)C2=O)cc1
 : -0.96 | i | i
77: O=C(COC(=O)/C=C/C(=O)N1CCN(c2ccccc2)CC1)NC(c1ccccc1)c1ccccc1
 : -1.7 | i | i
78: COc1ccccc1C(=O)c1nc2ccccc2n1C
 : -2.9 | i | i
79: O=C(Nc1ccc(Nc2ccccc2)cc1)Nc1ccccc1Cl
 : 0.44 | i | i
80: Cc1cc(-c2nnc(CCC(=O)NCc3cc(F)cc(C(F)(F)F)c3)o2)no1
 : 1.2 | i | i
81: COC(=O)c1ccc(COC(=O)CCS(=O)(=O)c2ccc(C)cc2)cc1
 : 0.84 | i | i
82: O=C(NCc1ccco1)c1ccc(CN2CCOCC2)cc1
 : 0.09 | i | i
83: Cc1ccccc1Nc1nnc(SCC2CCCCO2)s1 (stereo unspecified)
 : -0.84 | i | i
84: CCN(CC)S(=O)(=O)c1ccc(N2CCN(C)CC2)c(NC(=O)c2cc(=O)c3ccccc3o2)c1
 : 0.54 | i | i
85: COc1cccc2sc(N3CCN(C(=O)c4cccs4)CC3)nc12
 : -0.25 | i | i
86: CCCCNC1CCS(=O)(=O)C1 (stereo unspecified)
 : 0.03 | i | i
87: COc1cccc(-c2cc(C(=O)NCCc3ccccc3)no2)c1
 : 3.5 | i | i
88: C#Cc1ccc([C@H]2C=C(C(=O)NCc3ccccc3)O[C@@H](OCc3ccc(CO)cc3)C2)cc1
 : -1.2 | i | i
89: CCOC(=O)CC(=O)CSc1nc(C)nc2c1oc1ccccc12
 : 0.33 | i | i
90: O=C1N(CN2CCN(Cc3ccccc3)CC2)c2ccccc2C12OCCCO2
 : -2.5 | i | i
91: NC(=O)c1ccc(C(=O)N/N=C/c2cccc(Oc3ccccc3)c2)cc1
 : -0.51 | i | i
92: Cc1ccc(N2CN(CCC3=CCCCC3)CNC2=S)cc1
 : 2.2 | i | i
93: CNC(=O)c1cc2c(=O)n3cc(C)ccc3nc2n(C(C)C)c1=N
 : -0.92 | i | i
94: C=CCOC(=O)C1=C(C)OC(N)=C(C#N)C1c1ccccc1F (stereo unspecified)
 : -1.7 | i | i
95: COc1ccc(OC)c(NS(=O)(=O)c2ccc(NC(=O)c3ccc(NS(C)(=O)=O)cc3)cc2)c1
 : 0.3 | i | i
96: CNC(=S)Nc1ccccc1-c1ccccc1
 : 0.03 | i | i
97: O=C1C2C3CC(C(Br)C3Br)C2C(=O)N1CC1CCCO1 (stereo unspecified)
 : -0.23 | i | i
98: O=C(Cn1nnc(-c2ccccc2Cl)n1)N1CCCCC1
 : 1.4 | i | i
99: COc1ccc(/C(CC2OC(=O)c3ccccc32)=N\NC(N)=O)cc1 (stereo unspecified)
 : -0.13 | i | i
100: COc1cccc(COC(=O)CSCC(=O)Nc2cccc(C)c2)c1OC
 : -2.3 | i | i
101: O=C(O)c1ccc(CNC(=O)C2CCCN2C(=O)OCc2ccccc2)cc1 (stereo unspecified)
 : 0.12 | i | i
102: CN(CC(=O)Nc1ccc(F)c(F)c1F)C(=O)C1CCN(C(=O)Nc2ccccc2)CC1
 : -1.1 | i | i
103: COc1ccc(NC(=O)c2cccc(S(=O)(=O)N(C)c3ccccc3)c2)cn1
 : -0.58 | i | i
104: COc1ccc(C2C(C(C)=O)=C(O)C(=O)N2c2cccnc2)c(OC)c1 (stereo unspecified)
 : -0.76 | i | i
105: O=C(Cc1ccccc1[N+](=O)[O-])N1CCN(S(=O)(=O)c2ccccc2)CC1
 : 0.04 | i | i
106: CSc1nc2ccc(S(=O)(=O)N3CCc4ccccc43)cc2s1
 : -1.8 | i | i
107: O=C(O)c1cccc(-n2nc(-c3ccc(Cl)c([N+](=O)[O-])c3)c3ccccc3c2=O)c1
 : -1.4 | i | i
108: Cc1ccc(S(=O)(=O)C2CCCCC2=O)cc1 (stereo unspecified)
 : -0.17 | i | i
109: O=C(N/N=C/c1cccnc1)c1ccccc1Cl
 : 1.7 | i | i
110: CC(C)(CNC(=O)CCC1CCCC1)CNC(=O)CCC1CCCC1
 : 0.2 | i | i
111: O=C(c1ccccc1Br)N1CCC(c2nc3ccccc3s2)CC1
 : 0.36 | i | i
112: C/C(=N\Nc1cc(-c2ccccc2)nc(-c2ccc(Br)cc2)n1)c1cccc(N)c1
 : -0.51 | i | i
113: COc1cccc(CNC(=O)C2(C)Oc3ccccc3NC2=O)c1 (stereo unspecified)
 : -0.67 | i | i
